ABHD4 inh: inhibits mouse alpha/beta hydrolase domain 4; Q8VD66; purified mABHD4, FP-Rh probe fluorescence polarization; inhibition, % at 8.92 µM; 370,000 compounds, 0.54% hits;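 active = inhibition exceeding the mean over every tested compound plus 3 SD, cut at about 30% in these data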;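 note: 0% = plate median of compound wells and 100% = S159A mutant with DMSO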
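System: mouse ABHD4 enzyme, wild type / Medium: HEPES pH 7.0, NaCl, Pluronic buffer / Reagent: FP-Rh activity-based fluorescent probe / Control set: S159A mutant high control, sample median low control / Detection: fluorescence polarization with parallel and perpendicular emission, 525/598 nm / Schedule: 45 min + 60 min at 25 °C / Compound dosing: 8.92 µM, single dose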
SIAE primary: human SIAE inhibition, primary screen | 370,000 compounds, 0.69% hits | AID 1053197 | SIAE FP-Rh probe binding, fluorescence polarization | inhibition, % at 9.66 µM | Q9HAT2;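 active = inhibition above a cutoff: mean of compounds within the control limits plus 3 SD of those, cut at about 17% in these data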;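 note: 0% = plate median of compound wells and 100% = probe without SIAE protein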
TCR CD3 inh: blocks the human TCR-CD3 interaction; AID 651800; 360,000 compounds, 0.37% hits; inhibition, % at 9.4 µM; TAMRA-labeled TCR probe fluorescence, biochemical; in the data active = inhibition above about 19%;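 note: recombinant mutant TCR 2C K166C tagged with TAMRA read by polarization; 0% = receptor in buffer alone and 100% = receptor with positive control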
LEDGF integ inh: blocks HIV-1 LEDGF/p75-dependent DNA integration. TR-FRET IN-LEDGF/p75 DNA integration, Eu/Cy5. 370,000 compounds, 0.64% hits. AID 743269. inhibition, % at 3.7 µM;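 active = inhibition above the screen-wide mean plus 3 SD, cut at about 13% in these data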;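 note: signal is the Cy5 over europium emission ratio at 671 and 618 nm; 0% = plate median of compound wells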
DDE Tn7 FP inh: disrupts Tn7 cyclic peptide binding to fibrin D-Dimer-E complex; P02675; FP displacement of FITC-Tn7 peptide from fibrin DD(E); 0% = median of compound wells per plate; inhibition, % at 8.3 µM; 370,000 compounds, 0.13% hits; AID 720508;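 active = inhibition above the mean of compounds falling within the control limits plus 3 SD of them, cut at about 14% in these data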;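 note: 0% = plate median of compound wells and 100% = 10 µM Aha-Tn7 peptide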
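Assay system: human fibrin DD(E) protein / Input: 2 µM fibrin DD(E) / Benchmarks: high control of 10 µM Aha-Tn7 peptide / Measured by: fluorescence polarization of the labelled Tn7 tracer / Medium: Tris buffer with calcium and detergent, pH 7.8 / Timing: 10 min compound pre-incubation, 3 h probe incubation at room temperature / Repeats: one replicate per compound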
PG9 binder: small molecules binding HIV-1 gp120 antibody PG9; TR-FRET gp120-PG9 antibody binding; inhibition, % at 6.7 µM; 360,000 compounds, 0.43% hits; AID 624416; in the data active = inhibition above about 8.5%
HTRA1 inhibitor: blocks human HTRA1 serine peptidase; Q92743; recombinant HTRA1, FP-rhodamine activity-based probe, fluorescence polarization; inhibition, % at 5.96 µM; 340,000 compounds, 0.5% hits; AID 504803; in the data active = inhibition above about 36%;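 note: 0% = enzyme with DMSO and 100% = wells lacking enzyme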
PRMT1 inh: blocks human protein arginine methyltransferase 1; recombinant PRMT1, activity-based probe fluorescence polarization; Q99873; 370,000 compounds, 1.3% hits; AID 652257; inhibition, % at 2.79 µM;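 active = inhibition above about 21% made by adding two undisclosed values, limit read from the data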
Target sequence (Q99873 whole entry, looked up): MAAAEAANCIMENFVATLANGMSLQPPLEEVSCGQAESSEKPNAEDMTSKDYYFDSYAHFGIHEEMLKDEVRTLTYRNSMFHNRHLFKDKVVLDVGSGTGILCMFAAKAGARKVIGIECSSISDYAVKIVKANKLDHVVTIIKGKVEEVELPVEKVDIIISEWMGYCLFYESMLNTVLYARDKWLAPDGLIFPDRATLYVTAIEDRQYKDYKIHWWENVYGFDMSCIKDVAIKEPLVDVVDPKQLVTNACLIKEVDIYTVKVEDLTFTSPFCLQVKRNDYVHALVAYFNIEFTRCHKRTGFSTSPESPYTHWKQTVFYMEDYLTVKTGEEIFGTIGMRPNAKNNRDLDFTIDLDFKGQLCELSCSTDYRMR
TDP2 absorb: blocks human TDP2 phosphodiesterase activity. O95551. inhibition, % at 12.8 µM. 370,000 compounds, 0.34% hits. recombinant TDP2, T5PNP hydrolysis, p-nitrophenol absorbance 415 nm;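 active = inhibition above the mean of all tested compounds plus 3 SD, set per campaign, cut at about 25% in these data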;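 note: 0% = DMSO with enzyme and 100% = buffer with substrate but no TDP2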
Target sequence (O95551 whole entry, looked up): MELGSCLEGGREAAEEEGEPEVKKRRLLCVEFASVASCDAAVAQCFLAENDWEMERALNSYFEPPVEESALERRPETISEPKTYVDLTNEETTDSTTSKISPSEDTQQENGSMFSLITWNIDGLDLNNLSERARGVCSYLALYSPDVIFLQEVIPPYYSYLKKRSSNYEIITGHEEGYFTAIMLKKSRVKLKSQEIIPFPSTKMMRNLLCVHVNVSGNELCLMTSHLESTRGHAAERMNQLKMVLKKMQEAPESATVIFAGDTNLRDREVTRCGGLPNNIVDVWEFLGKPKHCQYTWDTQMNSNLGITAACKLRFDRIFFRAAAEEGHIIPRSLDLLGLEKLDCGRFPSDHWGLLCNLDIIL
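System: recombinant human TDP2 / Amount: 120 nM TDP2 per well / Also added: 5 mM T5PNP chromogenic substrate / Doses: 12.8 µM single point, 1% DMSO / Incubation: 2 h at 37 °C / Detection: p-Nitrophenol epi absorbance / Evaluation: % inhibition relative to enzyme-containing and enzyme-free wells / Repeats: singlicate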
UHRF1 binding: UHRF1 methyl-DNA binding inhibition; Q96T88; UHRF1 binding to methylated oligo, TR-FRET; inhibition, % at 4.4 µM; 370,000 compounds, 0.75% hits; AID 687016; in the data active = inhibition above about 21%;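 note: UHRF1 SRA domain binding a hemimethylated CpG hairpin DNA probe; 0% = median of test compound wells and 100% = reference inhibitor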
Numbers without * were called inactive; . = not tested or not shown.

compound,ABHD4 inh,SIAE primary,TCR CD3 inh,LEDGF integ inh,DDE Tn7 FP inh,PG9 binder,HTRA1 inhibitor,PRMT1 inh,TDP2 absorb,UHRF1 binding
COc1ccc(Cc2nnc(SCC(=O)Nc3ccccc3C#N)o2)cc1,9,-5,6,0,-11,0.9,6,3,5,1
CC(=O)NC1=NC(=O)/C(=C/N2CCOCC2)S1,2,-2,0,1,-5,1.8,1,5,6,-2
Fc1cc(F)cc(NC(=S)Nc2ccccc2N2CCOCC2)c1,2,0,2,-4,1,-2.3,5,-2,9,1
COC(=O)c1[nH]c2ccccc2c1NC(=O)c1c(F)cccc1F,-3,1,-5,0,-3,-6.5,5,1,3,0
CCOc1cc(/C=N/NC(=O)c2c(C)nc3ccc(Cl)cn23)ccc1O,6,-10,8,6,3,-2.2,-1,1,-17,1
COCCNC(=O)[C@@H]1CCCN1S(=O)(=O)c1cccc2cccnc12,2,-3,-4,-2,-6,-1.9,3,1,0,3
O=C(NC(=S)Nc1nc(-c2ccccc2)cs1)c1cccnc1,5,-2,1,2,3,-0.7,-10,-2,-8,3
Nc1nc2ncccn2c1-c1ccc(F)c(F)c1,4,3,0,2,7,-1.7,.,-1,-3,6
Cc1ccc(OCc2cc(C(=O)NC(C)Cc3cnccn3)no2)cc1C (centres undefined),4,-1,7,3,0,-3.1,2,0,8,-1
C=CCN(C(=O)Nc1ccc(Cl)cc1)C1CC(=O)N(c2ccc(OC)cc2)C1=O (centres undefined),-8,0,7,-3,-1,-0.9,-5,-1,5,1
CCCN(CCC)c1ccc(CC(=O)NC(C)Cc2ccccc2)cc1 (centres undefined),4,8,0,4,-8,-5.1,-1,-4,-13,-1
Cc1cc2c(c(=O)n1CC1CCCO1)C(c1ccc3c(c1)OCO3)C(C#N)=C(N)O2 (centres undefined),7,2,-1,1,2,-0.7,7,0,6,0
CCc1ccccc1NC(=O)C1CCN(C(=O)c2ccc([N+](=O)[O-])cc2)CC1,1,-3,11,3,-4,-2.3,7,-1,3,0
CCS(=O)(=O)N1CCC(C(=O)c2ccc(Cl)cc2)CC1,6,1,2,-3,-1,-0.8,-4,-2,0,3
COc1cc(/C=C2\SC(N)=NC2=O)cc(Cl)c1O,3,-9,-5,-11,-1,-20,-4,-2,-9,-9
Cc1c(NC(=O)CSc2ccccn2)c(=O)n(-c2ccccc2)n1C,4,4,6,0,2,-5.7,2,-2,-2,1
COc1ccc2c(c1)c1ncn(CCc3ccccc3)c(=O)c1n2C,-9,5,-1,-2,-3,0.1,-12,1,7,-2
CSCC[C@H](NC(=O)COc1ccc(Cl)cc1)c1nc2ccccc2[nH]1,-3,-6,7,0,-5,-1.7,-9,2,11,-1
Oc1ccc2ccccc2c1C=NN1CCN(Cc2ccc(Cl)cc2)CC1,1,1,.,0,-1,.,.,0,-8,-2
Cc1cccc(NC(=O)Nc2ccc(C)cc2Br)c1,-7,-2,5,0,3,-1.9,-4,-1,-8,-2
COc1ccc(NC(=O)C(=O)N/N=C/c2cccnc2)c(OC)c1,-5,-5,-3,-1,8,-0.3,-5,2,-8,-1
CC(=O)Cc1nsc(NC(=O)c2ccc(-c3cccc(C(F)(F)F)c3)o2)n1,1,0,0,6,-3,1.9,-2,0,-6,2
Cc1ccccc1C(=O)NC(CC(C)C)C(=O)OCc1cc(=O)n2cc(Br)ccc2n1 (centres undefined),-5,3,5,-2,6,2.7,-5,1,0,-3
O=C(c1cc2ccccc2oc1=O)N1CCCN(C(=O)c2cc3ccccc3oc2=O)CC1,2,7,-15,2,1,1.7,-1,-2,5,-4
CC1(c2ccc3c(c2)OCCCO3)NC(=O)N(CC(=O)NCCc2ccccc2)C1=O (centres undefined),2,8,-5,-4,-9,0.8,4,2,3,1

Of the compounds above, these contain an aryl methoxy group.
compound,ABHD4 inh,SIAE primary,TCR CD3 inh,LEDGF integ inh,DDE Tn7 FP inh,PG9 binder,HTRA1 inhibitor,PRMT1 inh,TDP2 absorb,UHRF1 binding
COc1ccc(Cc2nnc(SCC(=O)Nc3ccccc3C#N)o2)cc1,9,-5,6,0,-11,0.9,6,3,5,1
C=CCN(C(=O)Nc1ccc(Cl)cc1)C1CC(=O)N(c2ccc(OC)cc2)C1=O (centres undefined),-8,0,7,-3,-1,-0.9,-5,-1,5,1
COc1cc(/C=C2\SC(N)=NC2=O)cc(Cl)c1O,3,-9,-5,-11,-1,-20,-4,-2,-9,-9
COc1ccc2c(c1)c1ncn(CCc3ccccc3)c(=O)c1n2C,-9,5,-1,-2,-3,0.1,-12,1,7,-2
COc1ccc(NC(=O)C(=O)N/N=C/c2cccnc2)c(OC)c1,-5,-5,-3,-1,8,-0.3,-5,2,-8,-1

Whole records as entered above. Order of screens: ABHD4 inh, SIAE primary, TCR CD3 inh, LEDGF integ inh, DDE Tn7 FP inh, PG9 binder, HTRA1 inhibitor, PRMT1 inh, TDP2 absorb, UHRF1 binding
`Cc1cc2c(c(=O)n1CC1CCCO1)C(c1ccc3c(c1)OCO3)C(C#N)=C(N)O2` (centres undefined) is listed as 7, 2, -1, 1, 2, -0.7, 7, 0, 6, 0
`COc1ccc2c(c1)c1ncn(CCc3ccccc3)c(=O)c1n2C` is listed as -9, 5, -1, -2, -3, 0.1, -12, 1, 7, -2

Returning to the listing, starting 5 compounds before the break.
compound,ABHD4 inh,SIAE primary,TCR CD3 inh,LEDGF integ inh,DDE Tn7 FP inh,PG9 binder,HTRA1 inhibitor,PRMT1 inh,TDP2 absorb,UHRF1 binding
COc1ccc(NC(=O)C(=O)N/N=C/c2cccnc2)c(OC)c1,-5,-5,-3,-1,8,-0.3,-5,2,-8,-1
CC(=O)Cc1nsc(NC(=O)c2ccc(-c3cccc(C(F)(F)F)c3)o2)n1,1,0,0,6,-3,1.9,-2,0,-6,2
Cc1ccccc1C(=O)NC(CC(C)C)C(=O)OCc1cc(=O)n2cc(Br)ccc2n1 (centres undefined),-5,3,5,-2,6,2.7,-5,1,0,-3
O=C(c1cc2ccccc2oc1=O)N1CCCN(C(=O)c2cc3ccccc3oc2=O)CC1,2,7,-15,2,1,1.7,-1,-2,5,-4
CC1(c2ccc3c(c2)OCCCO3)NC(=O)N(CC(=O)NCCc2ccccc2)C1=O (centres undefined),2,8,-5,-4,-9,0.8,4,2,3,1
NC(=O)c1ccc(NC(=O)CSc2nnc(C3CCCCC3)n2N)cc1,0,-3,-3,1,-4,-3.2,3,-3,13,-2
COc1ccc2c(c1)C(=O)[C@H](O)[C@@H](c1ccc(OC)c(Br)c1)O2,3,-4,1,1,1,-0.4,.,-1,-6,-4
O=C(CNC1CCCCC1)Nc1cccc(C(F)(F)F)c1,-2,2,8,1,-4,0.6,-1,0,-13,0
Cc1ccccc1N=Cc1c(O)n(-c2nccs2)c(=O)c2ccccc12,10,-12,0,0,-7,-1.5,-33,1,-5,-5
CN1C(=O)C(C(=O)Nc2ccccc2F)c2ccccc21 (centres undefined),6,1,19*,3,-12,-13,-1,-3,-1,1
COc1cccc(-c2sc3ccc(OC)cc3c2-c2ccc(OC)cc2F)c1,-8,-4,-3,1,4,1.6,-23,0,-4,0
CCN1CCN(c2sc(S(=O)(=O)CC)nc2S(=O)(=O)c2ccc(Cl)cc2)CC1,8,-5,-3,-1,-1,-0.4,3,3,0,1
O=[N+]([O-])c1ccc2c(c1)nc1n2CCCCC1,-2,-4,-1,1,-3,-2.2,4,0,2,-1
COc1ccc(CN2CCNC(=O)C2CC(=O)N(C)Cc2nc(C)cs2)c(OC)c1 (centres undefined),2,5,4,0,-12,-1.8,3,0,0,-5
CC(C)CC(=O)NNC(=O)C(C)C,-12,3,-7,4,7,-0.5,3,0,0,4
Cc1ccccc1C(C)NS(=O)(=O)c1ccc2c(c1)OCCO2 (centres undefined),1,-3,3,5,-7,-0.8,40*,-1,-1,0
COCCSc1nnc(NC(=O)CS(=O)(=O)c2ccccc2)s1,2,7,3,1,6,-1.4,9,-5,-11,0
CC(C)NC(=O)N(Cc1ccccc1)Cc1cccs1,-2,-5,2,3,5,-1.5,-2,8,-9,4
CCOC(=O)C(C)/C(C)=N/NC(=O)CCC(=O)Nc1cc(C)ccc1C (centres undefined),-1,0,0,-1,10,-1.5,8,1,5,0
CC(C)n1nnc(-c2ccc(OCc3ccccc3F)cc2)n1,0,-1,-3,-1,-5,-0.3,-1,-2,6,0
CC1(c2ccc(OC(F)F)cc2)NC(=O)N(CC(=O)NC2CCCCC2)C1=O (centres undefined),-5,1,4,-3,7,-0.8,-1,-3,-5,0
CC(Oc1ccc2c3c(c(=O)oc2c1)CCCC3)C(=O)NCc1ccccn1 (centres undefined),-1,5,3,-2,6,-2.5,2,-1,-1,-1
CCn1c2ccccc2c2cc(/C=N/NC(=O)c3ccncc3)ccc21,-2,6,-3,7,-4,-1.0,-15,1,-9,-1
COc1ccc(C2CCC3(CCC(=O)N3CCO)CC2)cc1 (centres undefined),-1,6,.,-1,3,.,.,-3,8,-1
O=C(N/N=C/c1cccs1)C1CC(=O)N(c2ccccc2)C1 (centres undefined),-11,-5,-3,-3,7,3.8,-1,5,-12,5
Cc1ccc(C(O)c2ncc(-c3ccccc3F)[nH]2)c(C)c1 (centres undefined),-9,1,-3,2,8,-0.7,.,1,-6,2
COC(=O)c1ccc(C2c3c(n[nH]c3C)C(=O)N2c2ccc(C)cc2)cc1 (centres undefined),-2,-3,-5,-1,-1,1.9,-7,-5,-9,2
CCOC(=O)[C@@H]1[C@H]2COc3cc(OC)ccc3[C@@H]2N2C(=O)N(c3ccc(C(F)(F)F)cc3)C(=O)[C@]12C,3,8,6,0,7,-1.1,1,1,7,-4
Cc1cccc2cc(CN(Cc3cccs3)C(c3nnnn3C3CCCC3)C(C)C)c(=O)[nH]c12 (centres undefined),-4,3,2,-1,-7,-0.7,-7,-1,7,-1
CC(=O)Nc1nonc1NC(=O)CSc1ncn[nH]1,0,3,3,-2,-2,-1.3,1,-2,-9,0
Cc1c(Cl)cnc(NC(=O)COC(=O)c2cc3c(s2)CCC(C)C3)c1Cl (centres undefined),4,-2,-5,-5,6,-1.4,3,1,-4,6
